# NFkB SMM: binders of human NF-kappa-B p105; calls only; AID 624139; 17,000 compounds, 1.3% hits; Small molecule microarray, anti-His fluorescence binding;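 active = spot fluorescence over background significantly raised, with a chance value under 7% in all four replicate spots of the compound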;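 also: probe protein is his-tagged human p50 processed subunit at 1 µg/ml; raw spot fluorescence signals with no normalization applied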
# Target sequence (P19838 1-433 limits assumed): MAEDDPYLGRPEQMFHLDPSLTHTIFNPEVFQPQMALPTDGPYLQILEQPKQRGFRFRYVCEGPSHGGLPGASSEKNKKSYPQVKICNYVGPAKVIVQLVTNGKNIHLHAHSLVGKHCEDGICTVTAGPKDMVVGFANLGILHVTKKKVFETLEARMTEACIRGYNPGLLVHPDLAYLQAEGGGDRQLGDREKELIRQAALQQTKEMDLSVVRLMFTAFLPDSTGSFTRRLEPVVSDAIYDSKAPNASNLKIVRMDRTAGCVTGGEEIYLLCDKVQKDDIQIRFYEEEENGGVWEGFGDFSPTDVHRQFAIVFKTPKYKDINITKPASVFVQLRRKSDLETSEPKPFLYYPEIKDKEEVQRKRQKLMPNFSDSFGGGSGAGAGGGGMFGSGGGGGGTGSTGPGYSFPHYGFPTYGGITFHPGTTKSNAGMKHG
# Calls only; i = inactive; + = active, no number. These rows are one share of the data (hit frequency here may not be typical).
# The first two records, ahead of the listing:
SMILES,NFkB SMM
C[C@H](CO)N1C[C@H](C)[C@H](CN(C)S(=O)(=O)c2ccc(F)cc2)Oc2ncc(-c3ccc(F)cc3)cc2C1=O,i
C[C@@H]1CN([C@@H](C)CO)C(=O)Cc2cc(NC(=O)Nc3ccc4c(c3)OCO4)ccc2O[C@H]1CN(C)C(=O)Nc1ccc(F)cc1,i

# The listing, from the start:
SMILES,NFkB SMM
C[C@H](CO)N1C[C@H](C)[C@H](CN(C)S(=O)(=O)c2ccc(F)cc2)Oc2ncc(-c3ccc(F)cc3)cc2C1=O,i
C[C@@H]1CN([C@@H](C)CO)C(=O)Cc2cc(NC(=O)Nc3ccc4c(c3)OCO4)ccc2O[C@H]1CN(C)C(=O)Nc1ccc(F)cc1,i
C[C@@H]1CN([C@@H](C)CO)C(=O)c2cc(NC(=O)NC3CCCCC3)ccc2O[C@H]1CN(C)C(=O)Nc1ccccc1,i
Cc1noc(C)c1S(=O)(=O)Nc1ccc2c(c1)C(=O)N([C@@H](C)CO)C[C@@H](C)[C@@H](CN(C)S(=O)(=O)c1c(C)noc1C)O2,i
COCC(=O)O[C@]1(CCN(C)CCCc2nc3ccccc3[nH]2)CCc2cc(F)ccc2[C@@H]1C(C)C,i
COc1ccc(C#Cc2ccc3c(c2)[C@]2(C(=O)N3)[C@H](C(=O)NC[C@H](O)c3ccccc3)[C@H]3C(=O)O[C@H](c4ccccc4)[C@H](c4ccccc4)N3[C@@H]2c2ccc(OCCO)cc2)cc1,i
C[C@H](NCCc1ccc(O)cc1)[C@H](O)c1ccc(O)cc1,i
Cc1noc(C)c1NC(=O)N(C)C[C@@H]1OCCCC[C@@H](C)Oc2ccc(N(C)C)cc2C(=O)N([C@H](C)CO)C[C@H]1C,i
CC(C)NC(=O)Nc1ccc2c(c1)C(=O)N([C@H](C)CO)C[C@@H](C)[C@@H](CN(C)S(=O)(=O)c1ccccc1)OCCCC[C@H](C)O2,i
Cc1noc(C)c1NC(=O)Nc1ccc2c(c1)CC(=O)N([C@@H](C)CO)C[C@H](C)[C@@H](CN(C)C(=O)Nc1ccc3c(c1)OCO3)O2,i
C[C@H](CO)N1C[C@H](C)[C@H](CN(C)S(=O)(=O)c2ccc(Cl)cc2)Oc2ccc(NS(=O)(=O)c3ccccc3)cc2CC1=O,i
CCc1c(C)nc(SCC(=O)Nc2ccc(C)cc2)[nH]c1=O,i
CC(Oc1cccc(Cl)c1)C(=O)Nc1cc(C(=O)O)cc(C(=O)O)c1 (configuration not stated),i
CC(C)NC(=O)Nc1ccc2c(c1)C(=O)N([C@H](C)CO)C[C@@H](C)[C@H](CN(C)S(=O)(=O)c1cn(C)cn1)OCCCC[C@H](C)O2,i
Cc1noc(C)c1NC(=O)Nc1ccc2c(c1)CC(=O)N([C@@H](C)CO)C[C@H](C)[C@@H](CN(C)C(=O)NC(C)C)O2,i
Cc1cc(OCC(=O)Nc2cc(C(=O)O)cc(C(=O)O)c2)cc(C)c1Cl,i
C[C@H](CO)N1C[C@H](C)[C@H](CN(C)C)Oc2ncc(C#Cc3ccc(F)cc3)cc2C1=O,i
C[C@H]1CN([C@@H](C)CO)C(=O)c2cc(NC(=O)C3CC3)ccc2O[C@@H]1CN(C)Cc1ccc(Cl)c(Cl)c1,i
CN1CCN(c2nc3cc(C(F)(F)F)ccc3n3cccc23)CC1,i
C[C@@H]1CN([C@@H](C)CO)C(=O)c2cc(N(C)C)ccc2O[C@@H](C)CCCCO[C@@H]1CN(C)Cc1ccccc1,i
CNC[C@@H]1Oc2c(cccc2N(C)C)C(=O)N([C@H](C)CO)C[C@H]1C,i
C[C@@H]1CN([C@H](C)CO)C(=O)c2cc(NC(=O)c3ccncc3)ccc2O[C@@H](C)CCCCO[C@H]1CN(C)C(=O)Nc1cccc2ccccc12,+
C[C@@H]1CN([C@@H](C)CO)C(=O)c2cc(NC(=O)Nc3ccccc3)ccc2O[C@@H](C)CCCCO[C@H]1CN(C)C,i
C[C@H](CO)N1C[C@H](C)[C@@H](CN(C)CC2CC2)Oc2c(NC(=O)C3CCOCC3)cccc2C1=O,i
COc1ccc(-c2nnc(SCC(N)=O)n2-c2ccccc2)cc1,i
C[C@@H]1CN([C@@H](C)CO)C(=O)Cc2cc(NC(=O)CCN3CCOCC3)ccc2O[C@H]1CN(C)Cc1ccc(-c2ccccc2)cc1,i
COc1ccc(CN(C)C[C@H]2Oc3ccc(NC(=O)C4CC4)cc3C(=O)N([C@H](C)CO)C[C@@H]2C)cc1,i
Cc1cccc(C)c1OCC(=O)NCc1cccnc1,i
COc1ccc(NC(=O)CSc2nc(C(C)(C)C)cs2)cc1,i
O=C(O)C1=C[C@@H](c2csc3ccccc23)C[C@@H](OCCCCO)O1,i
Cc1noc(C)c1NC(=O)N(C)C[C@@H]1Oc2ccc(NS(=O)(=O)c3cn(C)cn3)cc2CC(=O)N([C@H](C)CO)C[C@@H]1C,i
O=S(=O)(CCc1nc2ccccc2o1)c1ccc(Cl)cc1,i
Cc1noc(C)c1S(=O)(=O)Nc1ccc2c(c1)C(=O)N([C@H](C)CO)C[C@H](C)[C@H](CN(C)C(=O)Nc1ccc(F)cc1)O2,i
C[C@H]1CCCCO[C@H](CN(C)Cc2ccncc2)[C@@H](C)CN([C@@H](C)CO)C(=O)c2cc(NC(=O)Nc3ccccc3)ccc2O1,i
C[C@@H]1CN([C@@H](C)CO)C(=O)Cc2cc(NS(=O)(=O)c3ccc(Cl)cc3)ccc2O[C@@H]1CN(C)C(=O)NC1CCCCC1,i
C[C@@H]1CN([C@@H](C)CO)C(=O)Cc2cc(NS(=O)(=O)c3cn(C)cn3)ccc2O[C@@H]1CN(C)S(=O)(=O)c1ccc(Cl)cc1,i
C[C@@H]1CCCCO[C@@H](CN(C)Cc2ccncc2)[C@H](C)CN([C@H](C)CO)C(=O)c2cc(NS(=O)(=O)c3ccc(Cl)cc3)ccc2O1,i
COc1ccc(S(=O)(=O)N(C)CC(=O)O)cc1,i
CC(C)NC(=O)Nc1ccc2c(c1)C(=O)N([C@H](C)CO)C[C@H](C)[C@H](CN(C)C)OCCCC[C@H](C)O2,i
C[C@H]1CN([C@@H](C)CO)C(=O)CCCn2cc(nn2)CO[C@@H]1CN(C)C(=O)CCC(F)(F)F,i
CC(C)NC(=O)Nc1ccc2c(c1)CC(=O)N([C@@H](C)CO)C[C@H](C)[C@@H](CN(C)Cc1ccc(-c3ccccc3)cc1)O2,i
C[C@H]1CN([C@@H](C)CO)C(=O)c2cccc(NS(=O)(=O)c3cn(C)cn3)c2O[C@H]1CN(C)Cc1ccc(C(F)(F)F)cc1,i
CCCNC(=O)[C@@H]1c2ccccc2C(=O)N(CC23CC4CC(CC(C4)C2)C3)[C@H]1c1ccc(CO)cc1,i
C[C@H](CO)N1C[C@H](C)[C@H](CN(C)S(=O)(=O)c2cccc(C#N)c2)OCc2cnnn2CCCC1=O,i
CC(C)NC(=O)Nc1ccc2c(c1)C(=O)N([C@@H](C)CO)C[C@H](C)[C@H](CN(C)S(=O)(=O)c1ccccc1)OCCCC[C@@H](C)O2,i
C[C@@H]1CN([C@@H](C)CO)C(=O)c2cccc(NC(=O)c3nc4ccccc4s3)c2O[C@H]1CN(C)Cc1ccncc1,i
C[C@@H]1CN([C@H](C)CO)C(=O)CCCn2cc(nn2)CO[C@H]1CN(C)C(=O)c1cc(-c2ccccc2)on1,i
OC[C@@H]1[C@H]2c3ccccc3OC1(CO)N=C1SCCCN12,i
Cc1nnc(SCC(=O)NC2CC2)n1-c1ccccc1,i
C/C=C/c1ccc(OCCSc2nc(C)cc(=O)[nH]2)c(OC)c1,i
C[C@H]1CN([C@@H](C)CO)C(=O)Cc2cc(NC(=O)Cc3cn(C)c4ccccc34)ccc2O[C@@H]1CN(C)CC1CC1,i
C[C@@H]1CN([C@@H](C)CO)C(=O)c2cc(NC(=O)c3ccncc3)ccc2O[C@@H](C)CCCCO[C@H]1CN(C)Cc1ccc(C(=O)O)cc1,i
Cc1noc(C)c1S(=O)(=O)Nc1ccc2c(c1)C(=O)N([C@@H](C)CO)C[C@@H](C)[C@H](CN(C)C(=O)C1CCCCC1)OCCCC[C@@H](C)O2,i
Cc1cccc(Nc2ncnc(N)c2[N+](=O)[O-])n1,i
C[C@@H]1CCCCO[C@@H](CN(C)C(=O)c2ccccc2)[C@H](C)CN([C@@H](C)CO)C(=O)c2cc(N(C)C)ccc2O1,i
CNC[C@@H]1OCCCC[C@H](C)Oc2ccc(NC(=O)Nc3ccc4c(c3)OCO4)cc2C(=O)N([C@H](C)CO)C[C@@H]1C,i
C/C=C/C1=CC(=O)[C@H](O)[C@H]1O,i
[O-]/[N+](=N\OCCBr)N1CCCC1,i
COc1ccc(S(=O)(=O)N(C)C[C@@H]2Oc3c(NC(=O)Nc4ccccc4)cccc3C(=O)N([C@H](C)CO)C[C@@H]2C)cc1,i
C[C@@H]1CN([C@@H](C)CO)C(=O)c2cccc(NS(C)(=O)=O)c2O[C@@H]1CN(C)S(=O)(=O)c1cn(C)cn1,i
# (more compounds)
SMILES,NFkB SMM
COC(=O)C(CC#Cc1ccc2c(c1)[C@]1(C(=O)N2)[C@H](C(=O)Nc2nc3ccccc3s2)[C@H]2C(=O)O[C@H](c3ccccc3)[C@H](c3ccccc3)N2[C@@H]1c1ccccc1OCCO)C(=O)OC,i
C[C@H]1CN([C@@H](C)CO)C(=O)Cc2cc(NC(=O)CCC(F)(F)F)ccc2O[C@H]1CN(C)S(=O)(=O)c1ccccc1,i
C[C@H](CO)N1C[C@H](C)[C@@H](CN(C)C(=O)Nc2ccc(C(F)(F)F)cc2)Oc2ccc(NS(=O)(=O)c3ccccc3)cc2C1=O,i
C[C@H]1CCCCO[C@H](CN(C)Cc2ccccc2)[C@@H](C)CN([C@@H](C)CO)C(=O)c2cc(NS(C)(=O)=O)ccc2O1,i
C[C@@H]1CN([C@H](C)CO)C(=O)c2cc(NC(=O)Nc3ccc(F)cc3)ccc2O[C@@H](C)CCCCO[C@H]1CN(C)C(=O)Nc1ccccc1,i
C[C@@H]1CCCCO[C@@H](CN(C)C(=O)c2ccncc2)[C@H](C)CN([C@H](C)CO)C(=O)c2cc(NC(=O)CCC(F)(F)F)ccc2O1,i
NC(=O)C1(N2CCCCC2)CCN(C(=S)NCc2ccco2)CC1,i
C[C@H]1CCCCO[C@H](CN(C)C(=O)C2CCCCC2)[C@@H](C)CN([C@@H](C)CO)C(=O)c2cc(NC(=O)Nc3ccc(F)cc3)ccc2O1,i
C[C@H]1CN([C@@H](C)CO)C(=O)Cc2cc(NC(=O)Cn3cnnn3)ccc2O[C@@H]1CN(C)C(=O)Nc1ccccc1,i
C[C@@H]1CN([C@H](C)CO)C(=O)c2cc(NS(=O)(=O)c3ccccc3)ccc2O[C@@H](C)CCCCO[C@H]1CN(C)Cc1ccc2c(c1)OCO2,i
CC(C)N1CCN(c2ccc(C(=O)c3c(-c4ccc(O)cc4)sc4cc(O)ccc34)cc2)CC1,i
OC(CSc1ccncc1)CC(O)c1ccccc1 (configuration not stated),i
Cc1cc(C)nc(SCCS(=O)(=O)Cc2ccccc2)n1,i
C[C@H](CO)N1C[C@H](C)[C@H](CN(C)S(=O)(=O)c2cn(C)cn2)Oc2c(NS(=O)(=O)c3ccc(Cl)cc3)cccc2C1=O,i
C[C@@H]1CN([C@@H](C)CO)C(=O)c2cc(NC(=O)NC3CCCCC3)ccc2O[C@@H](C)CCCCO[C@@H]1CN(C)S(=O)(=O)c1ccccc1,i
C[C@@H]1CN([C@@H](C)CO)C(=O)c2cccc(NC(=O)C3CCOCC3)c2O[C@H]1CN(C)C(=O)Nc1ccc(F)cc1,i
COC(=O)c1ccccc1Oc1nc(NC(C)C)nc(NC(C)C)n1,i
COc1ccc(S(=O)(=O)N(C)C[C@@H]2Oc3ccc(NC(=O)Cc4ccccc4)cc3C(=O)N([C@H](C)CO)C[C@H]2C)cc1,i
COc1ccc([Si](C)(C)[C@@H]2[C@@H](CCO)O[C@]3(C(=O)N(Cc4cccc(N5CCOC5=O)c4)c4ccccc43)[C@H]2C)cc1,i
C[C@@H]1CN([C@H](C)CO)C(=O)c2cccc(NS(=O)(=O)c3cn(C)cn3)c2O[C@@H]1CN(C)C(=O)Nc1cccc2ccccc12,i
C/C=C(\C)C(=O)O[C@H]1C=CC(=O)O[C@H]1/C=C/[C@H](O)[C@H](C)O,i
C[C@H]1CN([C@@H](C)CO)C(=O)Cc2cc(NS(=O)(=O)c3cn(C)cn3)ccc2O[C@H]1CN(C)S(=O)(=O)c1cn(C)cn1,i
C[C@@H]1CN([C@H](C)CO)C(=O)c2cc(NC(=O)c3ccncc3)ccc2O[C@H]1CN(C)C(=O)Nc1ccc2c(c1)OCO2,i
C[C@H]1CCCCO[C@@H](CN(C)S(=O)(=O)c2ccccc2)[C@@H](C)CN([C@@H](C)CO)C(=O)c2cc(NS(=O)(=O)c3cn(C)cn3)ccc2O1,i
CC(=O)Nc1ccccc1-c1cn(CC(=O)N2CCOCC2)nn1,i
C=C[C@@H](COC(=O)c1ccc([N+](=O)[O-])cc1)N(Cc1ccc(OC)cc1)S(=O)(=O)c1ccc(Br)cc1,i
CCc1ccccc1NC(=O)CSc1nnc(C)s1,i
CC(C)NC(=O)N(C)C[C@H]1OCCCC[C@@H](C)Oc2ccc(NC(=O)c3ccncc3)cc2C(=O)N([C@H](C)CO)C[C@H]1C,i
CCc1nc(SCC(=O)OC)c2c3c(sc2n1)CCCC3,i

# Shown with each value named: three of the compounds above.
CCc1nc(SCC(=O)OC)c2c3c(sc2n1)CCCC3
  NFkB SMM: i

CC(C)NC(=O)N(C)C[C@H]1OCCCC[C@@H](C)Oc2ccc(NC(=O)c3ccncc3)cc2C(=O)N([C@H](C)CO)C[C@H]1C
  NFkB SMM: i

C=C[C@@H](COC(=O)c1ccc([N+](=O)[O-])cc1)N(Cc1ccc(OC)cc1)S(=O)(=O)c1ccc(Br)cc1
  NFkB SMM: i

# High-throughput results from PubChem.
